# HT1080 cytotoxicity = cytotoxicity in HT1080 fibrosarcoma cells, cell-based, fluorescence readout (AID 620); actives 0.42% (n = 87,000); one-dose cytotoxicity, % at 10 µM; EC50 in µM for titrated hits; HT1080 viability, fluorescence; higher % means a stronger effect; in the data active means cytotoxicity above about 50%;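 further: cells exposed to compound overnight then 4 h with Alamar Blue; 0% = vehicle DMSO and 100% = killing control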
# An asterisk follows results filed as active. The list is partial. The share of hits here may be higher or lower than overall.
SMILES,HT1080 cytotoxicity
CC(C)C(C)(C#N)NC(=O)CSc1nnc(-c2ccccc2)o1 (stereo not drawn),30%
CC(C)c1nnc(SCC(=O)N2CCc3ccccc32)n1C,7%
CC(=O)N1CCCc2ccccc21,31%
O=C(c1ccccc1)c1cc2ccc(O)cc2oc1=O,2%
COC(=O)c1cccc(S(=O)(=O)N(Cc2ccco2)Cc2cc3cc(OC)c(OC)cc3[nH]c2=O)c1,8%
CC1(C)NC(=O)N(CCCCOc2ccc(Cl)cc2)C1=O,5%
CC(/C=N/Nc1nnc2c(n1)[nH]c1ccccc12)=C\c1ccco1,3%
Cc1nnc(SCC(=O)N2CCc3ccccc3C2)s1,-1%
N#Cc1c(N)n(CCc2ccc(F)cc2)c2nc3ccccc3nc12,-23%
O=C(c1cc2ccccc2oc1=O)N(Cc1ccccc1)Cc1ccc2c(c1)OCO2,-11%

# Copied from the list:
# CC(/C=N/Nc1nnc2c(n1)[nH]c1ccccc12)=C\c1ccco1 | HT1080 cytotoxicity = 3%
# N#Cc1c(N)n(CCc2ccc(F)cc2)c2nc3ccccc3nc12 | HT1080 cytotoxicity = -23%
# O=C(c1ccccc1)c1cc2ccc(O)cc2oc1=O | HT1080 cytotoxicity = 2%
# Cc1nnc(SCC(=O)N2CCc3ccccc3C2)s1 | HT1080 cytotoxicity = -1%

# (cont.)
SMILES,HT1080 cytotoxicity
CCCSc1nnc(Nc2ccccc2C)s1,5%
CC(=O)Nc1cc(C(=O)N2CCN(C)CC2)ccc1S(=O)(=O)c1ccc(C)cc1,1%
Cc1sc2ncn(CC(=O)NCC(=O)N(C)C3CCCCC3)c(=O)c2c1C,-13%
CCOc1ccc(S(=O)(=O)NCCCN2CCOCC2)cc1,-2%
CCNC(=O)CC1SC(=Nc2ccc(C)cc2)N(CC)C1=O (stereo not drawn),-11%
Cc1ccc(O)c(-c2cc(-c3ccccc3F)[nH]n2)c1,-11%
COC(=O)[C@@]1(Cc2ccc(OC)cc2)[C@H]2c3cc(C(=O)N(C)C)n(CCF)c3C[C@H]2CN1C(=O)c1ccccc1,2%
Cc1nn(-c2ccccc2)c(C)c1C(=O)OCC(=O)NC(=O)NC1CCCC1,-9%
COc1ccc(Cl)cc1-n1c(C)cc(C=O)c1C,-9%
CCCC(O)(c1ccc(OC)cc1)C(CN(C)C)c1ccccc1 (stereo not drawn),-20%

# A draw from above in order of length of the SMILES, largest number first:
SMILES,HT1080 cytotoxicity
COC(=O)[C@@]1(Cc2ccc(OC)cc2)[C@H]2c3cc(C(=O)N(C)C)n(CCF)c3C[C@H]2CN1C(=O)c1ccccc1,2%
CCCC(O)(c1ccc(OC)cc1)C(CN(C)C)c1ccccc1 (stereo not drawn),-20%
CCNC(=O)CC1SC(=Nc2ccc(C)cc2)N(CC)C1=O (stereo not drawn),-11%

# Following part.
SMILES,HT1080 cytotoxicity
CC/C(C)=N\N=C\c1c(O)n(CC)c2cc(C3=NNC(=O)CC3)ccc12,8%
CCC(CCC(=O)Nc1ccc(S(N)(=O)=O)cc1)C(=O)O (stereo not drawn),-12%
O=S(=O)(Nc1ncnc2sc3c(c12)CCC3)c1ccc2ccccc2c1,-4%
CCC1C(=O)N(c2nc(C)cc(C)n2)N=C1C (stereo not drawn),-5%
Cc1nnsc1C(=O)Nc1cc(Cl)ccc1Cl,-6%
CC(C)c1nc(SCC(=O)Nc2cccc(S(N)(=O)=O)c2)n[nH]1,-11%
CC(C)CNC(=O)c1ccccc1-c1ccccc1C(=O)O,5%
O=C1CC(N(C(=O)c2ccco2)c2cccc(Cl)c2)C(=O)N1c1cccc(Cl)c1 (stereo not drawn),3%
CCc1ccccc1OCc1nc2ccc(S(=O)(=O)N3CCOCC3)cc2[nH]1,-1%
CC(Sc1nnc(C(C)N(C)C)n1-c1ccc(Cl)cc1)C(=O)Nc1ccc2c(c1)OCO2 (stereo not drawn),-9%
COc1ccc(-c2nc3ccncc3[nH]2)cc1OC,-8%
Cc1c(C(=O)N2CCC(C)CC2)sc2ncnc(N(C)c3ccccc3)c12,-10%
CCCCCCSc1nc(O)c(C2OC(=O)c3c2ccc(OC)c3OC)c(=O)n1-c1ccccc1 (stereo not drawn),-18%
CCOC(=O)C(=O)/C(C#N)=C/Nc1ccc(F)cc1,9%
CSc1ccccc1NC(=O)CN(C1CCCCC1)S(C)(=O)=O,0%
COC(=O)C(O)(CC(=O)Nc1ccc(Cl)cc1Cl)C(F)(F)F (stereo not drawn),-14%
COc1cccc(-n2nc(-c3ccnn3-c3ccc(F)cc3)c(=O)n(C)c2=O)c1,16%
COc1ccc(NC(=O)c2ccccc2NC(=O)NC2CCCCC2)cc1,-18%
O=C1NCC(c2ccccc2)C1C(=O)N/N=C\c1ccc(-c2ccc(Cl)c(Cl)c2)o1 (stereo not drawn),2%
COc1ccc(NC(=S)NC(NC(=O)c2cccc(C)c2)C(Cl)(Cl)Cl)c([N+](=O)[O-])c1 (stereo not drawn),11%
CCc1ccc(CN2CC(C(=O)O)CC2=O)cc1 (stereo not drawn),2%
CC(C)(C)NC(=O)C(c1ccncc1)N(C(=O)Cn1nnc(-c2cccs2)n1)C1CCCCC1 (stereo not drawn),-3%
N#CCCn1cc(/C=N/O)c(-c2ccc(F)cc2)n1,-5%
Cc1nn2c(c1-c1ccc(Cl)cc1)N=C(c1ccco1)CC2c1ccccc1 (stereo not drawn),0%
Clc1ccc(CSc2nnc(-c3cccnc3)o2)cc1,-11%
CCCCn1cnc2c1c(=O)[nH]c(=O)n2CCCC,11%
O=C(NCCc1ccccc1)c1ccc(OCCOc2ccccc2)cc1,-5%
CN(C)CCNc1oc(-c2cccc(Cl)c2)nc1C#N,3%
O=C(O)CCS(=O)(=O)c1nc(-c2cccs2)cc(C(F)(F)F)n1,1%
Cn1c(CN2CCN(CC#N)CC2)c(C#N)c2ccccc21,0%
CCOCCCNC(=O)C(NC(=O)CNC(=O)c1ccccc1)c1ccc(C)cc1 (stereo not drawn),-1%
CCCC(=O)n1nc(-c2ccccc2)nc1SC,-9%
Cc1ccc2[nH]c(-c3ccccc3)c(CN(C)C)c(=O)c2c1,4%
CCn1c(SCC(=O)Nc2cc(C)on2)nnc1-c1ccccc1,18%
CSc1ccccc1NC(=O)c1cc(C)on1,1%
O=C(CCCN1C(=O)c2ccccc2C1=O)OC1CSCC1NC(=O)c1ccccc1 (stereo not drawn),-13%
Cc1ccccc1OCc1nnc(SCC(=O)N2CCc3ccccc32)n1C,-10%
N#CC1=C(N)N(c2ccccc2)C(=O)C1,25%
CC1CC(=O)c2cnc(Nc3ccccc3)nc2C1 (stereo not drawn),16%
O=C(COc1ccc2ccccc2c1)N1CCN(C(=O)c2cccs2)CC1,3%

# Among those listed so far, two contain a CF3 group:
SMILES,HT1080 cytotoxicity
COC(=O)C(O)(CC(=O)Nc1ccc(Cl)cc1Cl)C(F)(F)F (stereo not drawn),-14%
O=C(O)CCS(=O)(=O)c1nc(-c2cccs2)cc(C(F)(F)F)n1,1%

# (further entries)
SMILES,HT1080 cytotoxicity
Cc1cc(C)cc(OCc2nnc(SCC(=O)OC(C)C)o2)c1,2%
COc1ccc(CN2C3CCCC2CC(NC(=O)Nc2ccccc2)C3)cc1 (stereo not drawn),1%
Cc1ccc(C(=O)Oc2oc(-c3ccco3)nc2C=Nc2ccccc2)cc1,-4%
Cc1ccc(S(=O)(=O)Nc2cccc3cccnc23)cc1,-3%
CCc1ccc(C(=O)Cn2ncc(Cl)c(Cl)c2=O)cc1,-13%
C=CCN1C(=O)NC2(O)C(=O)c3ccccc3C12O (stereo not drawn),-20%
Cc1ccc(C)c(CSc2nnc(-c3cccs3)n2Cc2ccco2)c1,-13%
CN=C1SC(CC(=O)Nc2ccc(C(=O)O)cc2)C(=O)N1C (stereo not drawn),5%
COc1ccc(N(C(=O)c2ccco2)C(C(=O)NC2CCCC2)c2cccs2)cc1OC (stereo not drawn),0%
O=C(COc1cccc(Cl)c1)Nc1ccc(N2CCOCC2)cc1,-8%
Cc1ccc(C(=O)Nc2ccccc2OC(F)F)cc1,-2%
C=CCN1C(=O)C(CC(=O)Nc2ccc(C)cc2)SC1=Nc1c(C)n(C)n(-c2ccccc2)c1=O (stereo not drawn),2%
CC[N+](C)(C)CCN(Cc1ccc(Cl)cc1)c1ccccn1,-5%
Cc1ccc(S(=O)(=O)NC(=O)COc2ccccc2C)cc1,-2%
COCCn1c(-c2ccc(OC(F)(F)C(F)C(F)(F)F)cc2)nc2c1c(=O)[nH]c(=O)n2CC(C)C (stereo not drawn),11%
CCCN(CCC)S(=O)(=O)c1ccc(C(=O)N2CCOCC2)cc1,-9%
COc1ccc(C(=O)CSc2nnc(C3CC3)n2N)cc1,-16%
CC(=O)N1[C@H](Cc2ccccc2)C=C[C@]1(C)C(=O)NCCc1c[nH]c2ccccc12,-8%
O=C(OCC(=O)N1N=C(c2ccc(Cl)cc2)CC1c1ccco1)c1ccccc1O (stereo not drawn),-10%
CC(=O)c1cc(C#N)c(SCc2ccccc2)nc1C,-10%
CC(C)COc1ccc2[nH]c3c(c2c1)CCCC3=O,0%
Cc1cc2c3c(c1C)C1(C(=O)N3C(C)(C)CC2C)C(C#N)=C(N)Oc2cc(O)ccc21 (stereo not drawn),8%
Cc1cc(C)c(COCc2cc(/C=N/O)c(C)cc2C)cc1/C=N/O,-17%
COC(=O)c1ccc(N2C(=O)CC(N3CCC(O)(c4ccc(Br)cc4)CC3)C2=O)cc1 (stereo not drawn),-4%
Cc1cc(NC(=O)c2cncc(Br)c2)no1,-9%
C=CCSc1nc2ccccc2n1S(=O)(=O)c1ccc(Cl)cc1,7%
Cn1nc(-c2ccc(C(=O)N3CCN(CCO)CC3)cc2)c2ccccc2c1=O,-3%
CCOc1ccc(C(=O)NC2CCN(C(=O)N3CCCC3)CC2)cc1,-8%
CC(C)OC(=O)C(CC(=O)O)N1CCOCC1 (stereo not drawn),1%
O=C1C2C(C(=O)N1CCc1ccccc1)C1C=CC2C12CC2 (stereo not drawn),-12%
Cc1nc2ccccc2n1CCc1nc2c3ccccc3nc(SCC#N)n2n1,7%
CC1CCN(C(=O)CCc2ccc(S(=O)(=O)NC(C)(C)C)cc2)CC1,-28%
CCCCOC(=O)C1CCC[C@@H](C)N1 (stereo partly drawn),17%
COc1ccc(COCC(O)CN2CC(C)OC(C)C2)cc1OC (stereo not drawn),33%
Cc1ccc(C(=O)Nc2nc(C(C)(C)C)cs2)s1,-3%
CCOC(=O)c1ccc(-n2c(N)c(C(=O)NCC3CCCO3)sc2=S)cc1 (stereo not drawn),0%
Cc1ccc(CNc2oc(C)nc2C#N)cc1,-8%
CC(C)CCNC(=O)NC(=O)COc1c(F)c(F)cc(F)c1F,-8%
Cn1c(-c2ccc(F)cc2)cnc1NCc1ccc(F)cc1,-3%
Cc1ccccc1NC(=O)CSc1nc2ccccc2o1,-5%
Brc1ccc(-c2cn3c(n2)CCc2ccc4cccnc4c2-3)cc1,53%*
COc1ccc(NC(=O)c2cccnc2N2CCCC2)cc1,10%
CCOC(=O)c1sc2ncn(/N=C/c3cccnc3)c(=O)c2c1C,-6%
O=C(COc1ccccc1)NC(=S)Nc1ccc2c3c(cccc13)CC2,7%
O=c1oc(-c2ccccc2)nc2sc3c(c12)CCCC3,-13%
CCOC(=O)c1c(NC(C)=O)sc2c1C1CCN2CC1,10%
CC(=NCCCn1ccnc1)c1c(O)n(Cc2ccccc2)c(=O)[nH]c1=O,-3%
Cc1noc(NS(=O)(=O)c2ccc(NC(=O)CC34CC5CC(CC(Br)(C5)C3)C4)cc2)c1C,3%
O=C(NCCCN1CCCC1=O)Nc1ccc(F)c(Cl)c1,10%
COC(=O)C(Cc1ccc(O)cc1)NC(=O)c1ccccc1 (stereo not drawn),-1%

# Reprinted from the part before: two compounds; new compounds follow.
SMILES,HT1080 cytotoxicity
O=C(NCCCN1CCCC1=O)Nc1ccc(F)c(Cl)c1,10%
COC(=O)C(Cc1ccc(O)cc1)NC(=O)c1ccccc1 (stereo not drawn),-1%
C=CCN(CC=C)S(=O)(=O)c1ccc(NC(=O)COc2ccccc2OC)cc1,12%
Cc1ccc(SCC(=O)c2cc(C)c(OC(=S)N(C)C)c(C)c2)cc1,-6%
COC(=O)C1CC(=O)N(CCc2c[nH]c3ccccc23)C1 (stereo not drawn),3%
COc1ccc(CNC(=O)[C@H](C)[C@@H]2C[C@@]2(C)[C@@H](NC(=O)OCc2ccccc2)c2ccccc2)cc1OC,14%
CN(c1cccc(NC(=O)CSc2ccc(Cl)cc2)c1)S(C)(=O)=O,2%
N#Cc1cccc(C(c2nnnn2C2CCCC2)N2CCC(Cc3ccccc3)CC2)c1 (stereo not drawn),14%
O=C(c1cccs1)N(Cc1ccco1)c1nc(-c2ccc(F)cc2)cs1,-4%
c1ccc2c(c1)ncn2-c1ncnc2sc3c(c12)CCCC3,-18%
CCCOCC1CC2(CC(C)(c3csc(N)n3)OC2=O)C(=O)O1 (stereo not drawn),3%
CC(C)NC(=O)NS(=O)(=O)c1cnccc1N1CCCCC1,8%
Cc1ccc(Cn2ccc(=O)c(OCc3c(Cl)cccc3Cl)c2C)cc1,-6%
CCCc1cc(=O)[nH]c(SCCOC(=O)c2ccccc2)n1,-8%
CCOC(=O)c1ccc(S(=O)(=O)N2CCN(C)CC2)cc1,-1%
CC(C)NC(=O)Cn1nc(C(F)(F)F)c2c1CCC2,3%
CC(C)OC(=O)c1c(NS(=O)(=O)c2ccccc2)sc2c1CCCC2,6%
O=C(CC(NS(=O)(=O)c1ccc(Cl)cc1)c1ccco1)N1CCc2ccccc21 (stereo not drawn),-6%
O=C(CN1C(=O)COc2ccccc21)NCc1ccccn1,26%
CC(=O)Nc1ccc(S(=O)(=O)N2CCN(Cc3ccccn3)CC2)cc1,3%
CC(=O)Nc1ccc(S(=O)(=O)N2CCN(C(=O)c3ccccc3F)CC2)cc1,-3%
CCCNC(=O)CCc1c(C)nc2nc(-c3cc(OC)cc(OC)c3)nn2c1C,2%
NC(=O)C1CCN(C(c2ccccc2)c2nnnn2C2CCCC2)CC1 (stereo not drawn),7%
COC(=O)C1CSc2[nH]c(=O)sc2C1c1ccc(OC)c(OC)c1 (stereo not drawn),-7%
CN1C(=O)C(CC(N)=O)N(NC(=O)c2ccc(Cl)cc2)C1=S (stereo not drawn),-10%
CCNS(=O)(=O)c1ccc(C)c(-n2cnnn2)c1C,6%
COc1ccc(-c2cc(C(F)(F)F)nc(NCc3cccnc3)n2)cc1,-14%

# High-throughput results: PubChem, Sanford-Burnham Center for Chemical Genomics
